Screening results from PubChem BioAssay.
Dengue virus CPE: antivirals protecting cells from dengue CPE – CPE readout, HTS (AID 540333); Dengue virus CPE inhibition in host cells; hits give high values; CPE inhibition, % at 20 µM; 3.1% of 10,000 active; in the data active = CPE inhibition mostly above about 9.1%, no sharp cut-off; inactive = mostly below about 7.2%
An asterisk follows results filed as active; i = inactive. Only part of the results is shown (hit frequency here may not be typical).

SMILES | Dengue virus CPE
O=C(Nc1nc2ccccc2s1)c1cc(-c2ccco2)nc2ccccc12 | 5.3
Cc1cccc(C)c1C(OCCN(C)C)C1CCCCC1 (stereo not drawn) | 3.5
Cc1ccc(NC(=O)c2cccs2)cc1S(=O)(=O)N(C)C | i
COc1ccc(-c2nnc(SCc3nnc(-c4cccs4)o3)n2CC2CCCO2)cc1 (stereo not drawn) | i
N#C/C(=C/c1ccc(-c2ccc(S(N)(=O)=O)cc2)o1)C(=O)Nc1ccccc1 | 0.2
S=C(Nc1cccc(Cl)c1)N1CCN(Cc2ccccc2)CC1 | 1.9
O=C(CSc1ccc2ccccc2c1)Nc1nc2ccccc2[nH]1 | 1.1
COc1cc(CC(=O)OCC(=O)Nc2cc([N+](=O)[O-])ccc2Cl)cc(OC)c1OC | i
O=S(=O)(c1ccc(Cl)cc1)N1CCN=C1SCc1cccc(Cl)c1 | 1.3
O=C(NC(=S)NCCN1CCOCC1)c1ccccc1Br | 0.7
COc1ccc(/C=C/C(=O)Nc2nc(C)c(C(=O)N(C)C)s2)cc1 | 1.4
Cc1csc(NC(=O)c2ccc(-c3ccc(Cl)cc3Cl)o2)n1 | 10.1
O=C(NNC(=O)c1cc(-c2ccccc2)nn1-c1ccccc1)c1ccccc1 | i
O=C(/C(Br)=C/Nc1cc(Cl)ccc1Cl)C(F)(F)F | 1.0
Cc1cccc(-n2c(-c3ccco3)n[nH]c2=S)c1 | 0.6
COc1ccc(/C=C(\C#N)C(=O)OCC(=O)NCc2ccccc2)cc1 | 0.2
CCN1CCN(C(=O)c2ccc(CN(c3ccccc3)S(=O)(=O)c3ccccc3)cc2)CC1 | 1.1
O=C(/C(C=Nc1cccc(C(F)(F)F)c1)=C(/O)c1ccco1)C(F)(F)F | 0.0
O=C(OC(C(=O)Nc1cccc(C(F)(F)F)c1)c1ccccc1)C1CCCCC1 (stereo not drawn) | 21.9*
CCOc1cc(CNCCc2ccccc2)ccc1OCC(=O)NC(C)(C)C | 0.8
CC1=C(C(=O)Nc2ccc(C)cc2)C(c2cccs2)NC(=S)N1 (stereo not drawn) | 0.5
CC1=C[C@H]2Cc3cc(C)cc(C)c3S(=O)(=O)[C@@H]2C=C1 | 0.8
O=C(Nc1nnc(SCc2cccc3ccccc23)s1)C1COc2ccccc2O1 (stereo not drawn) | 0.2
Cc1oc(/C=N/NS(=O)(=O)c2ccccc2)cc1Br | 0.1
CCC(=O)CCC(=O)c1ccc2ccccc2c1 | i
Cc1ccccc1CN(CC(=O)Nc1cccc([N+](=O)[O-])c1)S(=O)(=O)c1ccc(Cl)cc1 | 0.6
Cc1ccc(C(=O)N/C(=C/c2ccc(Cl)cc2)C(=O)NCC2CCCO2)cc1 (stereo not drawn) | 0.0
CC1CN(C(=S)SCC(=O)c2ccccc2)CC(C)O1 (stereo not drawn) | 0.2
O=C(COC(=O)c1oc2ccccc2c1COc1ccccc1)NCCN1C(=O)CSC1=O | 1.5
CC(C)(C)OC(=O)NCCCCCNC(=O)c1[nH]cnc1C(=O)Nc1cccc(Cl)c1 | 5.5

Pulled by structure from the entries so far:
SMILES | Dengue virus CPE
CC1CN(C(=S)SCC(=O)c2ccccc2)CC(C)O1 (stereo not drawn) | 0.2
Cc1oc(/C=N/NS(=O)(=O)c2ccccc2)cc1Br | 0.1
Cc1ccc(C(=O)N/C(=C/c2ccc(Cl)cc2)C(=O)NCC2CCCO2)cc1 (stereo not drawn) | 0.0

Later entries:
SMILES | Dengue virus CPE
O=C(Cc1ccc([N+](=O)[O-])cc1)N1CCN=C1SCc1ccccc1 | i
COc1cc(/C=N/NC(=O)c2cccnc2)ccc1OCC(=O)N1CCOCC1 | i
N#Cc1c(NC(=S)NC(=O)c2ccccc2)sc2c1CCCC2 | 1.1
Cc1ccc(/C=C/C(=O)Nc2cccc(S(=O)(=O)N3CCOCC3)c2)o1 | i
COc1ccc([C@H]2CC(=O)C=C(c3cc4ccccc4s3)C2)cc1 | 0.1
COc1ccc(-c2c(C#N)c(N)nc3sc(C(=O)c4ccccc4)c(N)c23)cc1 | 6.4
Cc1ccc(C(=O)Nc2nnc(-c3ccco3)o2)cc1 | i
C/C(=N\NC(=O)c1c(Br)c(C)nn1C)c1ccc(NC(=O)c2ccoc2C)cc1 | 1.2
COC(=O)CN(C(=S)Nc1ccc(F)cc1)C1CC(=O)N(c2ccccc2)C1=O (stereo not drawn) | i
COc1ccc(NCC(O)Cn2cnc3c2c(=O)n(C)c(=O)n3C)cc1 (stereo not drawn) | 0.3
Cc1ccccc1NC(=O)c1c(C)nc(SCC(=O)OCc2ccccc2)c(C#N)c1-c1ccc(F)cc1 | 4.6
Cc1cc(N2CCCCC2)ccc1[N+](=O)[O-] | i
O=C(OCC(=O)N1CCc2ccccc21)c1cccc(S(=O)(=O)N2CCCc3ccccc32)c1 | i
Cc1cc(Cn2nc(C(=O)NCc3cccs3)cc2-c2ccccc2)on1 | i
C=CCN1C=C2C(=O)C(C)(OC(=O)CCc3ccccc3)C(=O)C=C2C=C1c1ccc(C#N)cc1 (stereo not drawn) | i
CN(C)S(=O)(=O)c1ccc(NC(=O)C2CCCN(C(=O)c3ccc(Cl)cc3)C2)cc1 (stereo not drawn) | 0.6
O=C(CN1N=C(c2ccc(Cl)cc2)CCC1=O)NCc1cccnc1 | i
O=C(c1ccc([N+](=O)[O-])cc1)n1nc(-c2ccccc2)nc1NCc1ccc(F)cc1 | i
CCNC(=O)C(=O)NCC1OCCCN1S(=O)(=O)c1cccs1 (stereo not drawn) | 0.7
O=C(CN1CCCc2ccccc21)N/N=C/c1ccccc1O | i
O=C(Nc1ccccc1F)c1ccc(OCc2ccccc2)cc1 | i
COCCN(C(=S)Nc1cc(C)ccc1C)C(C)c1cccnc1 (stereo not drawn) | i
CC(C)C[C@H](NC(=O)OC(C)(C)C)c1n[nH]c(=S)n1N | 1.1
COc1cc(C(=O)/C=C/Nc2ccc(NC(C)=O)cc2)cc(OC)c1OC | i
Cc1ccccc1NS(=O)(=O)c1cc(C(=O)Nc2cccc([N+](=O)[O-])c2)ccc1C | 2.4
CCNC(=O)NS(=O)(=O)c1cnccc1Nc1cccc(Cl)c1 | 0.1
CC(=O)c1c(C)[nH]c(C(=O)Nc2nc(-c3ccc(-c4ccccc4)cc3)cs2)c1C | 4.5
O=C(COc1ccccc1)OC(C(=O)c1ccccc1)c1ccccc1 (stereo not drawn) | i
COc1ccc(/C=N/Nc2ncc(C(F)(F)F)cc2Cl)c(OC)c1OC | 0.1
O=C(/C=C/c1ccc(Cl)cc1Cl)N(Cc1ccc(Cl)cc1)C1CCS(=O)(=O)C1 (stereo not drawn) | 29.6*
O=C1SCC(c2ccc(Cl)cc2Cl)=NN1Cc1nnc(-c2ccccc2)o1 | 0.0
Cc1ccc2nc(-c3ccc(N4C(=NC(=O)CCC(=O)O)SC5CS(=O)(=O)CC54)cc3)sc2c1 (stereo not drawn) | 1.4
O=C(NCc1nc2ccccc2[nH]1)C1=C[C@@H](c2ccc(C(F)(F)F)cc2)C[C@@H](OCc2ccc(CO)cc2)O1 | i
O=C(CSc1n[nH]c(=O)[nH]c1=O)N/N=C/c1ccccc1 | 0.3
O=C(NCCNc1ccc([N+](=O)[O-])cc1C(F)(F)F)c1cccc(F)c1 | 1.4
Cc1ccc(C(=O)/C=C/c2ccco2)c(O)c1 | 1.9
CC1=NN=C(c2ccccc2)C(c2c[nH]c3ccccc23)N1O (stereo not drawn) | 1.7
O=C(Nc1cc(SCCO)cc([N+](=O)[O-])c1)c1ccc(Br)o1 | i
Cc1cccc(C)c1NC(=O)COC(=O)c1ccccc1Nc1ccccc1 | 0.9
Cc1nc(Nc2ccccc2)sc1-c1ccccc1 | 7.0
Cc1ccccc1Nc1nnc(SCC(=O)NCc2cccs2)s1 | 0.2
O=C(C1CCCO1)N1CCN(C(=S)Nc2cccc(Cl)c2)CC1 (stereo not drawn) | 1.0
O=C(O)c1ccc(NC(=O)c2cccc(N3C(=O)C4C5CCC(C5)C4C3=O)c2)cc1 (stereo not drawn) | 1.2
N/C(=N\OCC(=O)Nc1ccccc1)c1nonc1N | 0.2
CCCCC(=O)Nc1cccc(NC(=S)NC(=O)C(C)C)c1 | i
CCn1c(C(=O)NCCCc2ccccc2)cc2sccc21 | 2.5
Cc1c(Cl)cccc1NC(=O)CNC(=O)c1ccccc1F | 0.1
COC(=O)CCCC1=CC2=CC(=O)C(C)(OC(=O)C3CCCC3)C(=O)C2=CO1 (stereo not drawn) | i
CNC[C@@H](CC1CCCCC1)NC[C@H](CC(C)C)NCCc1cccc(C(F)(F)F)c1 | i
CCC(=O)Nc1c(C)n[nH]c1C | i
Next part
SMILES | Dengue virus CPE
S=C(Nc1ccc(Cl)cc1Cl)N1CCCCC1 | 0.2
CC1(C)Cc2ccccc2-c2nnc(C(F)(F)F)n21 | i
O=C(NNC(=S)NCc1ccco1)c1cccs1 | i
O=C(Nc1ccccc1)C1=C[C@H](C2CCCCC2)C[C@H](OCCCCO)O1 | 4.4
CCOc1cc(NC(=S)NC)c(OCC)cc1NC(=O)c1ccco1 | 0.6
Cc1ccc(S(=O)(=O)c2nc(-c3cccs3)oc2NCCCN(C)C)cc1 | 1.5
O=C(/C=C/c1ccc(Cl)cc1)NC(=S)Nc1ccc(N2CCOCC2)c(Cl)c1 | 1.3
CC(OC(=O)c1ccc2c(=O)n3c(nc2c1)CCCCC3)C(=O)Nc1ncc(Cl)cc1Cl (stereo not drawn) | i
O=C(NCc1ccc2c(c1)OCO2)c1ccc(N2CCCCCC2)c([N+](=O)[O-])c1 | 1.1
O=C1C2C3C=CC(C4CC34)C2C(=O)N1/N=C/c1ccc([N+](=O)[O-])s1 (stereo not drawn) | 4.6
O=C(/C=C/c1ccccc1)NC1CC2CCC1C2 (stereo not drawn) | 1.3
CCC(C)[C@H]1CN=C(N)N1CCc1cccc(F)c1 (stereo partly drawn) | 0.3
O=C1C=C(c2ccc3c(c2)OCO3)CCC1 | 0.1
CCOC(=O)CN1C(=O)N[C@@H](c2cccs2)C(C(C)=O)=C1C | 0.6
O=C(O)c1cccc(N/N=C/c2cccs2)c1 | 0.5
CN(C)S(=O)(=O)c1cccc(NC(=O)COC(=O)c2cc(-c3cccc(Br)c3)nc3ccccc23)c1 | i
Cc1sc(NC(=O)c2ccccc2)c(C(c2ccc(Cl)cc2)N2CCN(CCO)CC2)c1C (stereo not drawn) | i
C=CCN(c1ccccc1Cl)S(=O)(=O)c1cccc(C(=O)NCCc2ccc(OC)cc2)c1 | 8.2
COc1ccc(-c2cc(-c3nnc(-c4ccncc4)o3)c3ccccc3n2)cc1 | 2.6
CC1=NN(c2ccccc2)C(=O)C1C(=O)c1ccccc1 (stereo not drawn) | 0.7
O=C(C[n+]1cccc(CNC(=O)c2ccc(OC(F)F)cc2)c1)Nc1ccc(SC(F)F)cc1 | 2.9
O=C(O)Cc1csc(Nc2cccc(Cl)c2)n1 | i
O=C(COC(=O)c1c2c(nc3ccccc13)/C(=C/c1cccc([N+](=O)[O-])c1)CCC2)NC1CCS(=O)(=O)C1 (stereo not drawn) | i
CCCCC1C2=C(CCCC2=O)OC2=C1C(=O)CCC2 | 1.3
COC(=O)COc1ccccc1/C=C1/NC(=O)NC1=O | i
Cc1cccc(Nc2nnc(SCC(=O)Nc3ccccc3[N+](=O)[O-])s2)c1C | 1.1
O=C(COc1ncnc2c(Cl)cc(Cl)cc12)Nc1cc([N+](=O)[O-])ccc1Cl | 3.9
COc1cccc(NCc2ccc([N+](=O)[O-])s2)c1 | i
O=S1(=O)CC2N=C(N(Cc3c(F)cccc3Cl)c3ccccc3F)SC2C1 (stereo not drawn) | 2.2
Cc1cc(OC(F)F)ccc1NC(=O)Nc1ccc([N+](=O)[O-])cc1 | 0.2
CCC(O)(CC)C(=O)NN(C(=O)Nc1csc2c1CCCC2)c1ccccc1 | 1.2
CC1(NC(=O)c2ccccc2)CCN(CCCc2ccccc2)C1=O (stereo not drawn) | i
CN(C)c1ccc([C@@H]2[C@@H]([N+](=O)[O-])[C@H]3C=Cc4ccccc4N3[C@H]2C(=O)c2ccc(Cl)cc2)cc1 | 6.8
COc1ccc2c(C)cc(Sc3nnnn3-c3ccccc3)nc2c1 | 3.0
N#CC(C#N)=C1C=CC=CN1/C(=C\c1ccco1)C(=O)c1ccc(-c2ccccc2)cc1 | i
COC(=O)c1ccc2c(=O)n(CCCCCC(=O)O)c(=O)[nH]c2c1 | i
O=C(Cc1c[nH]c2ccccc12)NCc1cccs1 | i
Nc1nnc(SC2CCCC2)s1 | i
O=C(CSc1nnc(CNC(=O)C23CC4CC(CC(C4)C2)C3)n1-c1ccccc1)Nc1ccccc1 | 1.5
CCOC(=O)C1CCCN(CC(O)COc2cccc(C)c2)C1 (stereo not drawn) | 1.0
O=C(/C=C/c1ccccc1Cl)c1ccc[nH]1 | 3.0

Gathered by group, the compounds so far containing two or more sulfur atoms
SMILES | Dengue virus CPE
Cc1ccc(NC(=O)c2cccs2)cc1S(=O)(=O)N(C)C | i
COc1ccc(-c2nnc(SCc3nnc(-c4cccs4)o3)n2CC2CCCO2)cc1 (stereo not drawn) | i
O=S(=O)(c1ccc(Cl)cc1)N1CCN=C1SCc1cccc(Cl)c1 | 1.3
CC1=C(C(=O)Nc2ccc(C)cc2)C(c2cccs2)NC(=S)N1 (stereo not drawn) | 0.5
O=C(Nc1nnc(SCc2cccc3ccccc23)s1)C1COc2ccccc2O1 (stereo not drawn) | 0.2
CC1CN(C(=S)SCC(=O)c2ccccc2)CC(C)O1 (stereo not drawn) | 0.2
N#Cc1c(NC(=S)NC(=O)c2ccccc2)sc2c1CCCC2 | 1.1
CCNC(=O)C(=O)NCC1OCCCN1S(=O)(=O)c1cccs1 (stereo not drawn) | 0.7
Cc1ccc2nc(-c3ccc(N4C(=NC(=O)CCC(=O)O)SC5CS(=O)(=O)CC54)cc3)sc2c1 (stereo not drawn) | 1.4
Cc1ccccc1Nc1nnc(SCC(=O)NCc2cccs2)s1 | 0.2
O=C(NNC(=S)NCc1ccco1)c1cccs1 | i
Cc1ccc(S(=O)(=O)c2nc(-c3cccs3)oc2NCCCN(C)C)cc1 | 1.5
Cc1cccc(Nc2nnc(SCC(=O)Nc3ccccc3[N+](=O)[O-])s2)c1C | 1.1
O=S1(=O)CC2N=C(N(Cc3c(F)cccc3Cl)c3ccccc3F)SC2C1 (stereo not drawn) | 2.2
Nc1nnc(SC2CCCC2)s1 | i
